Screens as filed in PubChem.
TROY NFkB inh: inhibitors of TROY-dependent NF-kB signaling | 0.98% of 360,000 active | AID 1347056 | Q293 LMP1-TROYcd NF-kB luciferase reporter, 4 h | inhibition, % at 10 µM;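 active = compounds whose plate-normalised and pattern-corrected inhibition of the luciferase reporter signal at the single screening dose is 50% or more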
NCOA1 inh: inhibitors of human steroid receptor coactivator 1 (SRC1); Q15788; 0.12% of 360,000 active; inhibition, % at 3.6 µM; HEK293 GAL4-SRC1 luciferase reporter, luminescence;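 active = inhibition above the campaign mean plus 3 SD, with each screening campaign given its own cutoff, cut at about 60% in these data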;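 also: 0% = DMSO treated cells and 100% = gossypol at 36 µM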
SRC3 inh: inhibitors of human steroid receptor coactivator 3 (SRC3); HEK293 GAL4-SRC3 luciferase reporter, luminescence; inhibition, % at 3.6 µM; 0.17% of 360,000 active;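 active = inhibition above a per-campaign cutoff, the mean of all compounds plus 3 SD, cut at about 60% in these data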;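 also: 0% = DMSO-treated cells and 100% = gossypol-treated cells at 36 µM; higher means less SRC3-driven luciferase light from the GAL4 reporter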
NR2F2 inh: NR2F2 (human) inhibition, primary screen; HEK293T NGFI-A luciferase reporter, luminescence; 0.7% of 370,000 active; P24468; AID 686940; inhibition, % at 8.6 µM;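 active = inhibition above a per-plate cutoff, mean inhibition of test wells between control levels plus 3 SD, cut at about 38% in these data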;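 also: cells cotransfected with COUP-TFII expression vector driving the NGFI-A reporter; 0% = median of COUP-TF2 test wells and 100% = reporter-only cells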
Target sequence (P24468 whole entry, looked up): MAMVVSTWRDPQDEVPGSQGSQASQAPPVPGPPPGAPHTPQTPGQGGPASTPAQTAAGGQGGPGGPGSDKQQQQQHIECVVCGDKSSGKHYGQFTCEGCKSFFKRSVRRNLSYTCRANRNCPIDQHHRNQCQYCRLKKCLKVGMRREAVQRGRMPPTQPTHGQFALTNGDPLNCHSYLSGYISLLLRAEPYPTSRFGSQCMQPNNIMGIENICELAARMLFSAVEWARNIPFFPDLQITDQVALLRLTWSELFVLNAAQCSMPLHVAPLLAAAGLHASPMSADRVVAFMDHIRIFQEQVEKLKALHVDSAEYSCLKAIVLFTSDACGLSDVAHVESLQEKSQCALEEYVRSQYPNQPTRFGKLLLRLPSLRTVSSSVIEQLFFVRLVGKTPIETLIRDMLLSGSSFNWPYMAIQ
CF NFkB block: inhibitors of cystic fibrosis induced NF-kB. KKLEB NF-kB-GFP reporter, PAF-induced, GFP fluorescence overnight. inhibition, % at 5 µM. 0.86% of 360,000 active;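 active = at least 50% inhibition at 5 µM, scaled per plate between neutral and stimulator controls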;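 also: PAF is a Pseudomonas aeruginosa culture filtrate used as stimulus; plate controls were PAF-stimulated DMSO wells for no effect and unstimulated DMSO wells for full effect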
EBV LMP1 NFkB: Epstein-Barr LMP1 NF-kappaB reporter inhibition | LMP1-induced NF-kappaB luciferase reporter cells, luminescence | inhibition, % at 12.5 µM | 0.69% of 350,000 active; in the data active = inhibition above about 41%;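 also: 0% = neutral control wells and 100% = reference inhibitor control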
Shn3 3UTR inh: reduces Shn3 3'UTR luciferase signal in osteoblasts. Clone20 osteoblast Shn3 3'UTR firefly luciferase, 24 h. inhibition, % at 12.5 µM. 0.52% of 360,000 active;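 active = mean inhibition of at least 75% with every replicate also reaching 75%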;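 also: 0% = median of neutral control wells and 100% = pilot-screen positive control compound; some compounds past the cut are filed as inactive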
NR5A2 inv ag: inverse agonists of human LRH-1 (NR5A2). HEK293T StAR-luciferase reporter, LRH-1 transfected, 24 h. inhibition, % at 3.6 µM. AID 602396. O00482. 0.13% of 360,000 active;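 active = inhibition above the mean inhibition of all tested compounds plus 3 SD, cut at about 73% in these data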;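 also: 0% = DMSO wells and 100% = reporter-only cells lacking LRH-1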
Target sequence (O00482 whole entry, looked up): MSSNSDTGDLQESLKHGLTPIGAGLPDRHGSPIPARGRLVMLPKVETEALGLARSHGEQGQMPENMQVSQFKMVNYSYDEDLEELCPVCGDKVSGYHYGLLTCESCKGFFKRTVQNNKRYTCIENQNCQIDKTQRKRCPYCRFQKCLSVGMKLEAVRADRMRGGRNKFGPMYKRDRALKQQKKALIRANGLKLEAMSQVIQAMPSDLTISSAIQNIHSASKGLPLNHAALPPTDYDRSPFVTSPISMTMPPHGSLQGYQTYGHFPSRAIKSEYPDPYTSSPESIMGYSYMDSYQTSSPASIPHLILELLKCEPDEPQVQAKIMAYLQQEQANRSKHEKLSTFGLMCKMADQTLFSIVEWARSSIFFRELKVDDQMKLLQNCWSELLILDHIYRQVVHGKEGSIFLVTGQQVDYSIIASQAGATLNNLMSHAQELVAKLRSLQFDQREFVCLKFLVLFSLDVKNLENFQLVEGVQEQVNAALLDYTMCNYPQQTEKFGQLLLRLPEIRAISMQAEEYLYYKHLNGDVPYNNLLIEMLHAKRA
TWEAK-Fn14 inh: TWEAK-Fn14 signaling inhibition. TWEAK-stimulated Fn14 reporter cells, luciferase luminescence, 8 h. inhibition, % at 10 µM. 2% of 360,000 active. AID 1159606; in the data active = inhibition above about 50%
KKLEB tox: counter-screen for CF NF-kB inhibitors: cytotoxicity; AID 602141; 0.36% of 360,000 active; activity change (cytotoxicity), % at 5 µM; KKLEB CF airway cells viability, ATPlite luminescence, overnight; stronger effect = lower value; cells stimulated with P. aeruginosa culture filtrate;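 active = corrected activity change at or below -50% at 5 µM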
C8 TRAIL sens: sensitizes caspase-8 expressing cells to TRAIL; NB7+C8 cells + TRAIL, ATPlite viability luminescence; inhibition (viability loss, TRAIL sensitization), % at 10 µM; 1% of 360,000 active; AID 624354;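 active = compounds causing at least 50% loss of cell viability in the single-dose screen, relative to plate controls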
Active calls of the source: *; · = not tested or not shown; & = joins results of further samples.

SMILES | TROY NFkB inh | NCOA1 inh | SRC3 inh | NR2F2 inh | CF NFkB block | EBV LMP1 NFkB | Shn3 3UTR inh | NR5A2 inv ag | TWEAK-Fn14 inh | KKLEB tox | C8 TRAIL sens
OCCC1CN(CC2CC2)CCN1Cc1ccc(F)c(F)c1 (stereo unspecified) | -6.1 | -13.4 | -0.8 | -13.4 | -27.9 | -8.4 | 15.7 | -5.6 | 13.6 | 16.4 | -3.3
Cc1ccccc1NC(=O)Nc1cccs1 | -21.5 | 1.7 | -8.1 | 8.9 | -3.9 | -1.5 | 45.9 | 3.9 | 23.2 | -2.4 | 5.9
CC/C(=N/Nc1ccccc1)c1cnnc(-c2ccccc2)n1 | -24.8 | -8.6 | -2.8 | 0.8 | 42.4 | -67.6 | 3.1 | -21.4 | -31.2 | -51.1* | 6.1
CS(=O)(=O)Nc1ccc(C(=O)NCc2cccnc2)cc1 | 2.0 | 2.7 | 5.2 | -10.9 | 0.8 | 1.3 | -69.9 | 16.4 | -20.2 | 2.9 | 4.6
CC(C)(C)SCCNC(=O)c1ccc(NS(C)(=O)=O)cc1 | -42.4 | -13.4 | -58.4 | -43.1 | -5.9 | -6.5 | -43.4 | -13.0 | 8.8 | 12.2 | -3.8
Cc1c(NC(=O)c2cnn3c2NC(c2ccc(Br)cc2)CC3C(F)(F)F)c(=O)n(-c2ccccc2)n1C (stereo unspecified) | 6.1 | 0.8 | -3.6 | 1.9 | -8.1 | 6.1 | 15.2 | -9.6 | -4.6 | -4.6 | 8.9
CCOc1ccc(C(C)NC(=O)CCC(=O)O)cc1 (stereo unspecified) | -4.1 | -17.8 | -2.4 | 0.1 | 2.6 | 0.6 | 8.8 | -6.5 | -6.5 | 8.3 | 10.7
CSc1ccc(-c2nc(CSCC(=O)N3CCOCC3)c(C)o2)cc1 | 8.1 | -19.9 | -10.5 | 6.5 | -18.4 | -9.3 | 4.9 | -12.0 | 7.8 | 14.5 | 23.6
CCOc1ccc(CCNC(=O)CN(C)S(=O)(=O)c2cccc3nsnc23)cc1OCC | 3.4 | -3.4 | 2.0 | -1.0 | 3.7 | -3.2 | 2.9 | 21.7 | -4.5 | -0.3 | 10.9
CCCc1cc(=O)[nH]c(SCC(=O)c2c[nH]c3ccccc23)n1 | 17.0 | -12.6 | 5.3 | -25.1 | 8.5 | -8.0 | 0.4 | 9.9 | 14.5 | -0.7 | -3.9
Cc1cc(C(=O)COC(=O)c2nn(C)c(=O)c3ccccc23)c(C)n1C | -6.3 | -6.0 | -8.1 | -12.6 | 3.2 | 5.9 | -0.6 | -17.9 | 2.4 | 9.9 | 3.9
c1ccc(COc2ccc(OCCCn3cncn3)cc2)cc1 | -38.0 | -89.2 | -84.7 | -37.1 | -7.1 | -12.2 | -34.7 | -92.3 | 35.6 | -2.6 | 29.5
CCC1COCCS(=O)(=O)N1Cc1ccc(F)cc1 (stereo unspecified) | -14.0 | -1.9 | -3.9 | 11.6 | -5.7 | 3.4 | -7.3 | -3.9 | 11.3 | 5.7 | -1.0
CCC1=C(c2cc(OC)c(OC)c(OC)c2)C2(CCCC2)C(=O)O1 | -6.6 | 1.7 | 18.8 | -2.0 | -12.5 | -1.8 | -5.1 | 15.7 | -10.7 | 0.2 | -0.2
COc1ccc(OC)c(/C=N\NC(=O)c2ccc(COc3ccc(C)cc3[N+](=O)[O-])o2)c1 | -20.7 | -37.3 | 18.2 | 0.9 | 17.8 | -1.8 | 4.9 | 8.3 | 0.2 | -19.0 | 8.2
OCCNc1c2ccccc2nc2ccccc12 | -67.3 | 44.3 | 43.9 | -16.5 | -127.1 | -20.9 | -2.9 | 9.5 | -53.5 | 6.9 | 10.8
Cc1ccccc1Oc1cc(NC(=O)Cn2cnc([N+](=O)[O-])c2)cc([N+](=O)[O-])c1 | 24.3 | -0.7 | -8.0 | 26.3 | -28.6 | -0.1 | 10.4 | -10.9 | -35.3 | -13.3 | 25.5
CC(O)(c1ccccc1)c1nc(-c2ccc3c(c2)OCO3)cs1 (stereo unspecified) | -38.5 | -1.7 | -46.4 | -2.1 | -33.1 | · | -16.2 | 8.7 | -30.6 | 15.7 | 11.5
O=C(Nc1cccc2c1CCCC2)c1ccc(Br)o1 | 0.6 | 6.7 | 17.6 | 5.4 | -5.0 | 2.3 | 9.8 | -32.6 | -1.8 | -10.4 | 7.2
COc1cc(OC)cc(C(=O)N[C@H](C(=O)NCc2ccccc2)C(C)C)c1 | -10.8 | -2.3 | 14.9 | -14.1 | 4.3 | -0.4 | -3.3 | -1.3 | 7.6 | 1.2 | 19.9
Cc1cc(NC(=O)COC(=O)C2CCN(S(=O)(=O)c3ccc(Cl)cc3)CC2)no1 | -2.5 | 13.8 | 17.4 | 3.4 | -9.0 | 11.0 | 25.8 | 9.6 | -14.5 | 6.6 | -2.8
O=C(NCc1ccc(Cl)cc1)c1ccc(-c2ccc(F)c(F)c2)c2ccoc12 | -2.4 | 4.0 | -10.6 | -7.0 | -4.3 | · | -11.8 | -4.7 | -11.5 | -1.9 | 2.5
COCCOC1CCN(Cc2cn(Cc3ccccc3)nc2-c2cc3ccccc3o2)CC1 | -13.9 | 15.6 | 5.6 | -0.8 | 18.0 | 2.1 | · | 14.5 | -14.6 | -20.2 | 14.0
O=C(Nc1ncc2c(n1)CC(c1ccccc1)CC2=O)c1ccco1 (stereo unspecified) | 0.7 | -3.2 | 14.0 | -5.6 | 1.8 | -23.3 | 14.0 | -2.6 | -4.2 | -13.2 | -10.0
C=CC1=C2C=C(C3CC3)N(C3CC3)C=C2C(=O)C(C)(OC(=O)c2ccco2)C1=O (stereo unspecified) | -18.7 | -7.2 | 10.9 | 12.1 | 5.8 | 4.3 | 11.5 | -17.2 | 20.1 | 1.2 | -9.5

Two compounds from above, limited to SRC3 inh and NR2F2 inh:
structure | SRC3 inh | NR2F2 inh
CC(C)(C)SCCNC(=O)c1ccc(NS(C)(=O)=O)cc1 | -58.4 | -43.1
Cc1cc(C(=O)COC(=O)c2nn(C)c(=O)c3ccccc23)c(C)n1C | -8.1 | -12.6

Following part:
SMILES | TROY NFkB inh | NCOA1 inh | SRC3 inh | NR2F2 inh | CF NFkB block | EBV LMP1 NFkB | Shn3 3UTR inh | NR5A2 inv ag | TWEAK-Fn14 inh | KKLEB tox | C8 TRAIL sens
Cc1ccc(NC(=O)Cn2c(=O)n(Cc3ccco3)c(=O)c3ccccc32)c(C)c1 | -20.3 | 3.8 | -8.1 | 5.2 | -3.5 | -3.5 | 9.1 | 6.6 | -12.1 | 6.5 | -6.7
CCc1ccc(N2CC(C(=O)N3CCN(c4ccc([N+](=O)[O-])cc4)CC3)CC2=O)cc1 (stereo unspecified) | -7.8 | 6.0 | -15.2 | 4.9 | -3.9 | -3.1 | 2.7 | 4.8 | 6.7 | -2.4 | 2.1
Cc1ccc(C2=NOC(C)(c3nnc(-c4cccc(Cl)c4)o3)C2)cc1 (stereo unspecified) | -6.7 | 11.6 | -18.6 | -1.0 | 11.2 | 0.7 | -13.1 | -12.2 | -26.4 | 0.9 | -16.7
Cc1ccccc1C(NC(N)=O)c1ccccc1 (stereo unspecified) | 12.3 | -1.8 | -15.7 | · | -5.2 | 3.7 | -11.4 | -17.2 | 10.7 | -0.4 | -9.8
N#CCN1CCC/C1=C\[N+](=O)[O-] | 5.1 | -3.6 | -1.4 | 15.0 | -2.5 | -3.9 | -42.5 | 2.5 | -7.5 | 1.4 | 4.6
COc1ccc(C(C)(O)c2nc(-c3cnc4ccccc4c3)cs2)cc1 (stereo unspecified) | -9.8 | -7.9 | -17.6 | 11.7 | -16.5 | · | 5.3 | 13.5 | 14.0 | -8.0 | 13.6
CC1CCN(C2=C(NS(=O)(=O)c3ccccc3)C(=O)c3ccccc3C2=O)CC1 | -38.5 | -19.0 | -6.9 | -20.4 | 1.6 | -0.4 | -25.0 | -25.0 | -16.9 | -10.6 | 0.6
CN=C(Nc1cccnc1)c1ccccc1 | -23.1 | -13.3 | -5.2 | 8.8 | -16.3 | -21.8 | -2.7 | -7.8 | -26.9 | 2.3 | -10.8
COc1ccccc1CCNC(=O)C1CC(=O)N(c2ccccc2F)C1 (stereo unspecified) | 13.9 | 6.8 | 3.1 | -15.9 | 9.7 | 0.7 | -18.5 | -22.9 | -9.0 | -8.2 | -1.8
COc1ccc(C(=O)NC(C)c2cc(OC)c(OC)cc2Br)cc1 (stereo unspecified) | 14.2 | 4.5 | 21.9 | 21.4 | -11.3 | 1.0 | 20.7 | 9.9 | 13.9 | -15.1 | 1.0
COc1ccc(N2CCN(C(=O)c3ccc4c(c3)OCO4)CC2)cc1 | -11.9 | 3.5 | 0.8 | -6.1 | 12.3 | 1.7 | -13.2 | -18.1 | -11.6 | 1.0 | -2.0
N#CCc1ccc(OCCCN2CCC(C(O)(c3ccccc3)c3ccccc3)CC2)cc1 | -18.5 | · | · | -22.5&-12.6 | · | · | · | 42.6 | -5.4 | · | -7.6
Cc1ccc(C(=O)O)cc1-c1ccc(/C=C2\SC(=O)N(CC(=O)Nc3ccccc3)C2=O)o1 | 13.8 | -54.6 | 5.0 | 19.5 | -7.8 | -0.4 | 5.3 | -1.6 | -36.4 | 5.1 | -11.6
O=C(CCc1nc2ccccc2c(=O)[nH]1)NNC(=O)c1ccc(F)cc1 | -2.6 | -8.1 | -14.2 | 19.2 | 0.3 | -2.9 | 5.4 | -8.7 | -2.7 | 2.0 | 2.0
C=CCNC(=O)c1c(CS(=O)(=O)c2ccccc2)noc1C(=O)NCc1ccccc1 | 8.7 | -1.9 | -33.9 | -12.0 | 0.8 | -5.2 | 52.8 | 0.4 | -3.7 | -13.1 | -11.8
CCCNC(=O)Cn1c(=O)/c(=C\c2ccc(-c3cccc([N+](=O)[O-])c3)o2)s/c1=C\C(=O)C(C)(C)C | 28.2 | -6.8 | 22.2 | 11.7 | -18.5 | 1.7 | -15.5 | 8.5 | -23.3 | 3.2 | -14.5
O=C(c1ccccc1)c1nc2ccccc2n(CCCn2c(=O)c(C(=O)c3ccccc3)nc3ccccc32)c1=O | -30.6 | 24.1 | -20.6 | 17.6 | -2.4 | 1.7 | 10.5 | 17.6 | -2.9 | -8.3 | -2.5
CCC(=O)NNC(=O)CCC(=O)Nc1ccc(C)cc1C | -8.2 | -5.3 | 15.5 | 13.2 | -11.4 | -10.6 | -19.0 | 6.6 | 3.9 | 14.4 | -1.0

Structural class, the entries above containing two or more sulfur atoms.
SMILES | TROY NFkB inh | NCOA1 inh | SRC3 inh | NR2F2 inh | CF NFkB block | EBV LMP1 NFkB | Shn3 3UTR inh | NR5A2 inv ag | TWEAK-Fn14 inh | KKLEB tox | C8 TRAIL sens
CC(C)(C)SCCNC(=O)c1ccc(NS(C)(=O)=O)cc1 | -42.4 | -13.4 | -58.4 | -43.1 | -5.9 | -6.5 | -43.4 | -13.0 | 8.8 | 12.2 | -3.8
CSc1ccc(-c2nc(CSCC(=O)N3CCOCC3)c(C)o2)cc1 | 8.1 | -19.9 | -10.5 | 6.5 | -18.4 | -9.3 | 4.9 | -12.0 | 7.8 | 14.5 | 23.6
CCOc1ccc(CCNC(=O)CN(C)S(=O)(=O)c2cccc3nsnc23)cc1OCC | 3.4 | -3.4 | 2.0 | -1.0 | 3.7 | -3.2 | 2.9 | 21.7 | -4.5 | -0.3 | 10.9

A portion of the library, so the mix of outcomes need not match the whole.
